Bioassay records deposited in PubChem BioAssay by several laboratories.
IEC-6 tox: kills IEC-6 intestinal cells in KLF5 counter-screen | IEC-6 cytotoxicity, luminescence viability | inhibition, % at 5 µM | 0.78% of 290,000 active | AID 1825; in the data active = inhibition above about 22%;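 note: 0% = plate median of test compound wells and 100% = cytotoxic reference compound wells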
HSP90 inh: HSP90 refolding inhibition in rabbit reticulocyte lysate; 0.91% of 290,000 active; inhibition, % at 5.6 µM; luciferase refolding luminescence, 3 h;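 active = inhibition above the screen-wide mean plus 3 SD, computed separately per campaign, cut at about 16% in these data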;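 note: 0% = DMSO wells and 100% = 60 µM geldanamycin wells; inhibitors lower the luminescence because luciferase stays unfolded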
PolyA inh: inhibitors of polyadenylation in S. cerevisiae; 0.02% of 300,000 active; calls only at 12 µM; S. cerevisiae SKY197-pL101 polyadenylation reporter, beta-gal luminescence; efflux-impaired pdr1/pdr3 knockout yeast; score 100 = 6 SD above DMSO;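 active = lowest replicate activity score at least 50, where 100 means six control SD above control mean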;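 note: yeast exposed to compound for 9 h at 30 °C; higher score means more reporter readthrough which indicates perturbed polyadenylation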
GSK3A inh: human GSK-3 alpha kinase inhibition; ADP-Glo luminescence, 60 min; AID 2650; inhibition, % at 10 µM; P49840; 0.1% of 320,000 active;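 in the data active = inhibition above about 50%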;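 note: GST-tagged GSK-3 alpha with peptide substrate and 25 µM ATP; 0% = DMSO neutral wells and 100% = GW8510 positive control wells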
Target sequence (P49840 whole entry, looked up): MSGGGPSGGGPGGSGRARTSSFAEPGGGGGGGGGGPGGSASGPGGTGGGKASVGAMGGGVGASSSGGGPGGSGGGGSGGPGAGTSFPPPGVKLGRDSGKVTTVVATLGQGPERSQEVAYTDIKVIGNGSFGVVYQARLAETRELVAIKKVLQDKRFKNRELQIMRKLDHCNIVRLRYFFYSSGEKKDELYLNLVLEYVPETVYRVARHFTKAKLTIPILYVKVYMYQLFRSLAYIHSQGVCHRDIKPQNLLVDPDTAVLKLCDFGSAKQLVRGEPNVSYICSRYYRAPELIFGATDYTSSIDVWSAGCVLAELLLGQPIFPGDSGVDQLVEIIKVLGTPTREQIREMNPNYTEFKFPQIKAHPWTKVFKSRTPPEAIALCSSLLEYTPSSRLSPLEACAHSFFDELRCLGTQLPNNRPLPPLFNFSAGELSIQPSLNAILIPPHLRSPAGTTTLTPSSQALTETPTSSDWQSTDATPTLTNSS
aSyn UTR inh: MLPCN primary screen, SNCA 5' untranslated region | 0.82% of 300,000 active | AID 1813 | inhibition, % (tested at 7.5 µM) | alpha-synuclein 5'UTR reporter, inhibitor activity; in the data active = inhibition above about 60%;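 note: H4 neuroglioblastoma cells stably carrying SNCA 5'UTR luciferase fusion; 0% = DMSO wells and 100% = positive control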
GSK3beta inhib: blocks human GSK3beta kinase activity. P49841. GST-GSK3beta kinase, ADP-Glo luminescence, 60 min; hits give low values. activity score (negative = inhibition), % at 10 µM. 0.038% of 300,000 active;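 active = more than half of replicate wells score below -50%, meaning over 50% inhibition versus plate controls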;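 note: 0% = median DMSO wells and -100% = median GW8510 positive control wells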
Target sequence (P49841 whole entry, looked up): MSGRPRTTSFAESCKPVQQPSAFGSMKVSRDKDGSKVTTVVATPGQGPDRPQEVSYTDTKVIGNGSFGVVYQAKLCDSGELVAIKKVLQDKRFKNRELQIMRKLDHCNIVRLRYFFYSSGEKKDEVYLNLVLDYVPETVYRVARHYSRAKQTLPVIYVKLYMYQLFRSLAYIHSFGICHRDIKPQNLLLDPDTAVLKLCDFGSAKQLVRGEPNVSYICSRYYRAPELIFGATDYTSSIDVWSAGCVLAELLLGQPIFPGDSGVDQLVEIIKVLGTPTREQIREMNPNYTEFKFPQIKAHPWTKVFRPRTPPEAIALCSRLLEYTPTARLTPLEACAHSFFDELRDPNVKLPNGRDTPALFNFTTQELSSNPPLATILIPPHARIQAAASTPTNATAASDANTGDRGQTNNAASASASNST
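Test system: GST-fused GSK3beta enzyme, cell-free | Quantity: 1.6 ng GST-GSK3beta enzyme per well | Reagent: 25 µM ATP with peptide substrate | Schedule: 60 min enzyme reaction, room temperature | Signal: Luminescent ADP-Glo measurement of ADP formed | Read-out basis: Score relative to plate controls | Control set: DMSO and 20 µM GW8510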
HSF-1 act: increases HSF-1 driven luciferase reporter signal; AID 504408; 1.7% of 300,000 active; NIH3T3-HGL HSF-1 luciferase reporter, MG132, 8 h; 100% = twice DMSO control signal; activation, % at 9 µM;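 active = mean replicate activation of at least 50% with a set share of replicates each reaching 50%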;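 note: 0% = median of the neutral control wells and 100% = twice that signal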
HSF1 inh: HSF1 inhibition; NIH3T3-HGL HSE-luciferase, MG132-induced, luminescence 8 h; hits give low values; activity change, negative = inhibition, % at 7.5 µM (by protocol); 0.77% of 300,000 active; AID 2098;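 active = more than half of replicate wells show activity change below -50%, luminescence cut by over half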;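 note: luciferase reports HSF-1 transcriptional activity via heat shock element; 0% = median of DMSO wells and -100% = zero luminescence signal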
KLF5 inhibitor: suppresses KLF5 promoter-driven expression | DLD-1 KLF5 promoter-luciferase reporter, luminescence | inhibition, % at 5 µM | AID 1700 | 0.23% of 290,000 active;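 active = inhibition above a per-plate limit of that plate's mean compound inhibition plus 3 SD, cut at about 60% in these data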;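 note: 0% = DMSO wells and 100% = LY294002 at 200 µM; higher means less KLF5 promoter-driven luciferase light; inactives centre near -14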
AI-2 QS modul: modulates the Vibrio harveyi AI-2 quorum sensing system | Vibrio harveyi JMH597 AI-2 luminescence/OD600 ratio, 9 h; hits give low values; strain lacks LuxN and CqsS sensors; 0 = neutral-control median | activity change, % at 7.5 µM | 0.4% of 300,000 active | AID 2094; in the data active = activity change below about -75%, passing the limit was not always enough;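 note: luminescence divided by OD600 gain over 9 h not by final OD600 alone; inactives centre near 13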
The depositor's hits bear a star; i = inactive; . = no result given.

#	Molecule	IEC-6 tox	HSP90 inh	PolyA inh	GSK3A inh	aSyn UTR inh	GSK3beta inhib	HSF-1 act	HSF1 inh	KLF5 inhibitor	AI-2 QS modul
1	COc1ccc(OC)c(NC(=O)NNC(=O)COc2ccc(-c3ccccc3)cc2)c1	-5	-5	i	-1	1	-1	0	5	-25	4
2	Cn1nc(-c2ccccc2)cc1NC(=O)c1cccs1	2	-2	i	1	5	6	26	7	-21	23
3	O=C(CCn1cnc2ccccc2c1=O)Nc1ccc(S(=O)(=O)N2CCCC2)cc1	6	0	i	-2	-12	-1	-5	-4	-20	12
4	CC1CCc2nc(N)c(C#N)c(-c3ccncc3)c2C1 (stereo unspecified)	0	-1	i	-2	30	-2	6	-5	-9	8
5	COc1ccc(N2CC(C(=O)N[C@H](C(=O)NC3CCCC3)C(C)C)CC2=O)cc1 (stereo partly specified)	3	8	i	-2	8	3	2	-1	-37	1
6	O=[N+]([O-])c1ccc(S(=O)(=O)N2CCN=C2SCc2cccnc2)cc1	0	13	i	-1	-34	1	20	2	-25	5
7	CC(=O)Nc1ccc(NS(=O)(=O)c2ccc3c(c2)n(C)c(=O)n3C)cc1	3	1	i	-2	1	0	6	-4	-25	22
8	Cc1ccc2nc(Cl)nc(-c3ccccc3)c2c1	2	4	i	0	15	1	-5	-13	11	32
9	Cc1nnc(SCC(=O)Nc2nc(-c3ccccc3)cs2)n1N	6	2	i	-1	-81	5	-2	-1	-48	30
10	O=C(CCn1c(=O)c2ccccc2n(CC(=O)NC2CCCC2)c1=O)NCc1ccco1	1	-5	i	-2	1	0	2	-2	-44	31
11	CN(C(=O)COC(=O)c1ccc(S(=O)(=O)N2CCCC2)cc1)c1ccccc1	-1	-3	i	1	8	-4	-4	-4	19	11
12	COc1ccc(CCNC(=O)c2ccc(CS(=O)(=O)Cc3cccc(C)c3)o2)cc1OC	0	-2	i	-1	-5	0	9	-3	-21	26
13	O=C(O)CSc1nnc(-c2ccc3c(c2)OCO3)n1-c1ccccc1	0	1	i	-4	14	5	8	11	-23	4
14	Cc1ccc(NC(=O)C2CCCN2S(=O)(=O)c2cccc3cccnc23)c(C)c1 (stereo unspecified)	-5	2	i	1	29	-2	-7	-5	-25	18
15	O=C(O)CSCC(=O)Nc1cccc2ccccc12	1	0	i	-1	3	-1	-10	-7	-24	33
16	CCN(CC)C(=S)Nc1ccc(C(=O)OC)cc1	-1	0	i	2	-27	-7	4	-10	-11	-4
17	NC(=O)C1CCN(Cc2nc3cc(C(F)(F)F)ccc3c(=O)[nH]2)CC1	5	3	i	0	-1	-1	21	-1	-25	28
18	CC1CCCCN1CCn1cnc2c([nH]c3ccccc32)c1=O (stereo unspecified)	3	-1	i	-1	-26	-1	-8	-2	-33	9
19	CCSc1nnc(-c2cccnc2)n1-c1ccc(Cl)c(C)c1	-2	3	i	-1	15	-1	14	0	-46	23
20	Cc1ccc(OCC(=O)NNC(=O)c2ccco2)c(C)c1	-3	2	i	1	-39	0	7	1	-49	8
21	C=CCNC(=S)Nc1sc2c(c1C(=O)OCC)CC(C)(CC)OC2 (stereo unspecified)	0	-6	i	1	-17	1	-17	-2	2	17
22	O=C(N/N=C/C1C(c2ccccc2)C1(Cl)Cl)c1cccc(Cl)c1 (stereo unspecified)	3	3	i	0	-24	-1	18	0	-8	23
23	COC(=O)c1cc(-c2cccs2)[nH]n1	-6	-2	i	6	3	5	10	10	-13	14
24	CCCC1(c2ccccc2)NC(=O)N(CC(=O)NCc2ccc(OC)cc2)C1=O (stereo unspecified)	3	2	i	0	11	1	-19	-2	-8	-86*
25	COc1ccc(NC(=O)CN(C)C(=O)/C=C/c2cn(-c3ccccc3)nc2-c2ccc(C)cc2)cc1	.	.	i	0	3	0	19	16	.	-4
26	CC(C)Cn1c(N)c(C(=O)CSc2cc(Cl)ccc2Cl)c(=O)n(C)c1=O	-2	4	i	-1	0	0	9	-1	-5	17
27	CC(=O)Nc1ccc(/C=C(\C#N)C(=O)NC2CCCCC2C)cc1 (stereo unspecified)	-1	0	i	-3	-2	-5	15	14	-12	9
28	Cc1ccc(NCCC(=O)c2cccc([N+](=O)[O-])c2)cc1	0	2	i	-1	-151	0	25	6	-55	-15
29	CCOC(=O)c1nn(-c2ccc(C)cc2)c(=O)cc1OCC(=O)Nc1ccc(OC)cc1	.	.	i	.	2	1	-9	-7	.	13
30	CCOC(=O)C1=C(C)NC2=C(C(=O)CCC2)C1c1ccc(N(C)C)cc1 (stereo unspecified)	-9	-3	i	-1	14	0	6	-2	-8	9
31	Cc1oc(-c2cccc(Cl)c2)nc1CN1CCC(C(=O)NC2CC2)CC1	4	-2	i	1	-9	1	0	-2	-21	7
32	CC(=O)Nc1ccc(C(=O)CSc2nnc(-c3ccc(O)cc3)n2CC2CCCO2)cc1 (stereo unspecified)	7	2	.	3	14	-6	-4	-7	-26	17
33	OCCN1CNC(=S)NC1	6	-2	i	0	17	-1	4	-2	7	13
34	Cc1nc(C)n(C(=O)N(c2ccccc2)c2ccccc2)n1	2	2	i	1	4	3	-12	0	-23	7
35	O=C(c1ccncc1)N1CCCC(N2CCN(c3ccc(F)cc3)CC2)C1 (stereo unspecified)	2	2	i	3	1	-3	-12	-2	-5	18
36	COC(=O)c1nn(-c2ccccc2)c(=O)cc1Sc1ccc(Cl)cc1	1	-2	i	-4	-15	4	1	-2	12	17
37	COc1cc(C(N)=O)cc(Br)c1OCc1ccccc1	0	-4	i	0	19	-2	7	-7	-25	17
38	CCO/C=C/C(=O)N(C)CCC#N	-9	-2	i	0	10	2	7	1	-13	26
39	COCCCn1c(=O)c2sccc2n2c(CCCC(=O)N(C)Cc3ccco3)nnc12	0	2	i	-2	9	-1	42	5	-10	24
40	CCn1ncc(S(=O)(=O)NCc2ccco2)c1C	-6	-2	i	-1	3	0	-12	-7	-34	10
41	c1ccc(-c2nnc3sc(-c4ccncc4)nn23)cc1	-1	-1	i	0	7	3	2	-4	-14	38
42	COc1cccc(C(=O)Nc2nnc(S(=O)(=O)N(C)Cc3ccccc3)s2)c1	0	-7	i	-3	11	2	-12	6	-33	25
43	Cc1c(NC(=O)/C=C/c2ccc(S(=O)(=O)N3CCOCC3)cc2)c(=O)n(-c2ccccc2)n1C	8	-1	i	-1	1	3	-5	-3	-8	6
44	COc1ccc(-c2nn(-c3ccccc3)cc2C(=O)OCC(=O)c2ccc(C)c([N+](=O)[O-])c2)cc1	5	-2	i	-6	9	8	34	6	-1	12
45	CN(C)S(=O)(=O)c1cc(NC(=O)CN2CCc3ccccc32)ccc1Cl	-1	-2	i	0	-32	0	3	-5	-10	14
46	CC1(C)CC(=O)C(C(c2cc([N+](=O)[O-])ccc2Cl)C2C(=O)CC(C)(C)CC2=O)C(=O)C1	.	.	i	-2	-16	3	2	1	.	1
47	Cc1cc(NC(=O)CSc2ccc(-c3ccc(Br)cc3)nn2)no1	4	-2	i	-2	-67	-7	-6	4	-83	16
48	Cc1ccccc1C(=O)Nc1nnc(S(=O)(=O)N2CCCCCC2)s1	-6	-3	i	-2	-6	2	-48	-46	-18	42
49	O=C(CN1C(=O)NC2(CCCCC2)C1=O)N1CCN(S(=O)(=O)/C=C/c2ccccc2)CC1	.	.	i	0	12	1	-50	-43	.	27
50	O=C(NCCNC(=O)c1cc(Cl)ccc1Cl)c1cnccn1	-1	-3	.	-2	-1	0	-12	-1	-27	-9
51	O=C(O)Cc1ccc(NS(=O)(=O)c2ccccc2Cl)cc1	-5	-4	i	0	-9	1	-10	-2	-30	45
52	C/C(=N\Nc1ccc(C)c(Cl)c1)c1ccncc1	-9	6	i	0	-77	-1	19	2	-37	1
53	COc1ccccc1/C=C(/NC(=O)c1ccccc1)C(=O)NCCN1CCOCC1	-9	-2	i	-2	7	-1	0	-7	-11	16
54	Cc1cc(C)cc(C(=O)Nc2ccc(NC(=O)Cc3ccccc3)cc2)c1	-1	-2	i	-2	34	-1	-13	-2	-12	9
55	CCCCC1=CC2=CC(=O)C(C)(OC(=O)c3cccs3)C(=O)C2=CO1 (stereo unspecified)	.	.	i	0	19	-2	-15	-1	.	25
56	O=C(N/N=C/c1ccc(O)c(O)c1)N/N=C/c1ccc(O)c(O)c1	-5	0	i	54*	0	-40	-5	0	-38	-4

More compounds
#	Molecule	IEC-6 tox	HSP90 inh	PolyA inh	GSK3A inh	aSyn UTR inh	GSK3beta inhib	HSF-1 act	HSF1 inh	KLF5 inhibitor	AI-2 QS modul
57	CCOC(=O)c1nnn(-c2nonc2-n2cccc2)c1CN1CCC(C)CC1	-2	0	i	0	14	1	8	5	4	18
58	O=C(NC(CC(=O)N1CCN(c2ccccc2)CC1)c1ccccc1)c1ccccc1Cl (stereo unspecified)	-5	3	i	1	12	2	-1	3	-6	27
59	CCOC(=O)c1cccc(NC(=O)CCNS(=O)(=O)c2cccc3nonc23)c1	-6	-3	i	1	-23	1	-1	-1	-20	23
60	COc1ccc(-c2c(C)nc3c(-c4ccccn4)cnn3c2N)cc1	-5	14	i	0	-181	-1	-9	-13	-175	8
61	CCN(CC(=O)Nc1ccc(NC(C)=O)cc1)CC(=O)Nc1ccccc1C(=O)c1ccccc1	2	0	i	-1	27	4	19	8	-20	19
62	O=C(NN1C(=O)/C(=C/C=C/c2ccccc2)SC1=S)c1ccncc1	-6	5	i	1	-14	1	2	-4	4	9
63	COc1cc(-c2noc(C)c2C#CC2(O)CCCCC2)cc(OC)c1OC	9	-9	i	-2	14	5	4	4	-2	26
64	COc1ccc(C2=NN(C(=O)c3ccccc3)C(c3ccc(OC)c(OC)c3)C2)cc1OC (stereo unspecified)	0	5	i	.	36	3	27	5	-15	12

The list is partial; the hit share may differ from the screen's.
